Compound activity deposited in PubChem by The Scripps Research Institute Molecular Screening Center.
M5 antag – human M5 muscarinic receptor antagonists, primary screen, CHO cells, Fluo-8 calcium fluorescence; 360,000 compounds, 0.59% hits; CHO-hM5 cells, ACh EC80; inhibition, % at 3 µM; AID 624040, 2012; Muscarinic acetylcholine receptor M5 (Homo sapiens), P08912;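 active means inhibition above a per-plate cutoff, the mean of that plate's test compounds plus 3 SD, cut at about 27% in these data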;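 further: 0% = acetylcholine EC80 with DMSO and 100% = DMSO without agonist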
Target sequence (P08912 whole entry, looked up): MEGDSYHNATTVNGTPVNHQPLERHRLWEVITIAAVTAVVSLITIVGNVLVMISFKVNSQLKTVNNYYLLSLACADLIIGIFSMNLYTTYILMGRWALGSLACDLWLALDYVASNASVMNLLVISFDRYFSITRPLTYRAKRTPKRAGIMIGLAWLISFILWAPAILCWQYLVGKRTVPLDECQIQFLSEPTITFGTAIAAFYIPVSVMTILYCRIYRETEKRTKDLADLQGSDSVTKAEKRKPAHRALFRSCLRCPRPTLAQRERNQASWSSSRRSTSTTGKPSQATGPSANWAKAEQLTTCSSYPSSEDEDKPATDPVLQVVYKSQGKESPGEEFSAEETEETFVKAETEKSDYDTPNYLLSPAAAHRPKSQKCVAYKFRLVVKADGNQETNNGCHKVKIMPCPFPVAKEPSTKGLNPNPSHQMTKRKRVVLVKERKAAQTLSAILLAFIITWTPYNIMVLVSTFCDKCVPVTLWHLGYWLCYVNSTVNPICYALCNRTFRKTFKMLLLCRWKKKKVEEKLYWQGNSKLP
CHRM5 PAM – human M5 muscarinic receptor positive allosteric modulators, primary screen, CHO-K1 cells, Fluo-8 calcium fluorescence; CHO-K1 hM5, ACh EC20 PAM; 0% = ACh EC20, 100% = ACh EC100; 360,000 compounds, 0.3% hits; activation, % at 3 µM;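 active means activation above the run cutoff, the mean activation of all test compounds plus 3 SD, cut at about 18% in these data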
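Assay system – human M5 receptor in CHO-K1 cells · Read-out – % activation, ACh-normalized · Technique – Fluo-8 calcium fluorescence · Dosing – single-point, 3 µM nominal · Incubation – Fluo-8 loading 80 min at 37 °C plus 30 min room temperature · Repeats – singlicate, one well per test compound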
CHRM4 PAM – human M4 muscarinic receptor positive allosteric modulators, primary screen, CHO-K1 cells, Fluo-8 calcium fluorescence. activation, % at 3 µM. CHO-K1 hM4/Gqi5, ACh EC20; 0% = ACh EC20, 100% = maximal ACh. 360,000 compounds, 0.4% hits;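 active means activation above its plate's cutoff, the mean activation of sample wells plus 3 SD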; further: some results filed as inactive read as strong as hits
Target sequence (P08173 whole entry, looked up): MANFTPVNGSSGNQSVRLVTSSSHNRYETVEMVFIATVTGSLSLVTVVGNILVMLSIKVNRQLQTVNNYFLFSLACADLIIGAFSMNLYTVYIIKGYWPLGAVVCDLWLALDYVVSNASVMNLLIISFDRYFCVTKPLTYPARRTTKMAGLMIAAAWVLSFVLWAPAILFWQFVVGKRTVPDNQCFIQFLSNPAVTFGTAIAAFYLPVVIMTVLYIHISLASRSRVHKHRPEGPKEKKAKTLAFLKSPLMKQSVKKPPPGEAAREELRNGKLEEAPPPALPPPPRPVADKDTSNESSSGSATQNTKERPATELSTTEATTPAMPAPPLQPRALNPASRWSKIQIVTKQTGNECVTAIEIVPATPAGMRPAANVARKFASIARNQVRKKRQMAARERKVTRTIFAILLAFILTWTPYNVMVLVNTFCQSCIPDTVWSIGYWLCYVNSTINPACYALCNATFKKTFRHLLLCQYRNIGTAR
M1 ag parental – counter-screen for M1 agonists: effect in parental CHO-K1 cells | 360,000 compounds, 0.48% hits | activation, % at 3 µM | Fluo-8 calcium fluorescence; scaled to maximal ATP response, vehicle zero; in the data active means activation above about 15%;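 further: untransfected CHO-K1 host cells lacking M1 receptor as counterscreen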
CHRM4 antagonist – human M4 muscarinic receptor antagonists, primary screen, CHO cells, Fluo-8 calcium fluorescence; Muscarinic acetylcholine receptor M4 (Homo sapiens), P08173; CHO-hM4 cells, ACh EC80; inhibition, % at 3 µM; 360,000 compounds, 0.73% hits; AID 624125, 2012;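 active means inhibition above its plate's cutoff, the mean inhibition of sample wells plus 3 SD, cut at about 27% in these data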;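 further: 0% = acetylcholine EC80 with DMSO and 100% = DMSO without agonist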
CHO-K1 Ca antag – M1 antagonist counterscreen hit in parental CHO-K1 cells. ATP-induced calcium, Fluo-8 fluorescence. inhibition, % at 3 µM. 360,000 compounds, 0.6% hits;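 active means inhibition above a per-plate cutoff, the plate's mean sample inhibition plus 3 SD, cut at about 24% in these data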;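 further: 0% = DMSO plus EC80 ATP and 100% = DMSO alone without ATP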
M4 ag – human M4 muscarinic receptor agonists, primary screen, CHO-K1 cells, Fluo-8 calcium fluorescence. Muscarinic acetylcholine receptor M4 (Homo sapiens), P08173. CHO-K1 hM4/Gqi5; vehicle 0%, full acetylcholine response 100%. activation, % at 3 µM. 360,000 compounds, 0.14% hits. AID 624127, 2012;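 active means activation above the run mean over all test wells plus 3 SD, cut at about 32% in these data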;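 further: peak over basal fluorescence ratio per well then scaled between controls; 0% = DMSO wells and 100% = acetylcholine at EC100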
M1 PAM parental – nonselective calcium activators in parental CHO-K1 cells, primary screen, counter-screen for M1 PAM project, cell-based, Fluo-8 calcium fluorescence, full deck, 1536-well | AID 602247, 2012 | ATP EC20; 0% at ATP EC20, 100% at ATP max | activation, % at 3 µM | 360,000 compounds, 0.02% hits;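 active means activation above the run cutoff, the mean activation of all test compounds plus 3 SD, cut at about 40% in these data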;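 further: peak over basal fluorescence ratio in a 140 s read after ATP addition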
M5 ag – human M5 muscarinic receptor agonists, primary screen, CHO-K1 cells, Fluo-8 calcium fluorescence; 360,000 compounds, 0.19% hits; activation, % at 3 µM; CHO-K1 hM5 cells; 0% DMSO wells, 100% maximal acetylcholine response;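 active means activation above the run's mean over test compounds plus 3 SD, cut at about 23% in these data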;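 further: signal is peak over basal fluorescence ratio across the kinetic read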
Numbers without * were called inactive; nt = no result given.

entry	SMILES	CHRM5 PAM	M4 ag	M1 ag parental	M1 PAM parental	M5 antag	M5 ag	CHO-K1 Ca antag	CHRM4 antagonist	CHRM4 PAM
1	C/C(=N/NC(=O)Cc1cccn1C)c1ccccc1	-2	1	0.2	8	5	3	-13	-7	2
2	COCCn1c(SCC(=O)Nc2ccccc2F)nc2c(c1=O)SCC2	7	2	0.2	-18	-1	-3	8	-4	2
3	CC(C)(C)c1ccc(S(=O)(=O)N2CCC(N3CCCCC3)CC2)cc1	-3	4	4.3	-1	14	-6	-10	6	-9
4	CC1(C)Cc2c(sc(NC(=O)C(=O)N3CCOCC3)c2C#N)CO1	-4	1	0.8	24	6	-3	-14	2	4
5	CN(Cc1ccco1)C(=O)Cn1cc(S(=O)(=O)N2CCCC2)c(S(=O)(=O)N2CCCC2)c1	6	-1	0.4	20	0	-3	-19	3	-2
6	COc1ccc(OCC(=O)Nc2ccccc2N2CCN(C)CC2)cc1	2	3	2.6	16	-1	-4	-14	-5	-3
7	CCOC(=O)c1sc(CS(=O)(=O)c2ccc(Cl)cc2)nc1C	2	0	0.5	13	8	-6	-10	7	-8
8	COC(=O)c1cc(C)c(C)cc1NC1OC(CO)C(O)C1O (centres undefined)	7	-1	-0.5	1	4	3	-1	-15	4
9	Cn1cccc1CC(=O)N/N=C/c1ccco1	7	1	1.1	12	-4	5	-11	-3	0
10	COc1ccc(C2CC(=O)C3=C(C2)Nc2ccccc2N(C(=O)C2CC2)C3c2cccnc2)cc1OC (centres undefined)	-1	1	-0.1	14	10	2	-3	-3	8
11	CCCc1[nH]nc2c1C(c1ccc(O)cc1OCC)C(C#N)=C(N)O2 (centres undefined)	10	1	0.5	23	-7	-2	-16	-1	7
12	Cn1c(=O)[nH]c(=O)c2c1nc(N1CCN(C(c3ccccc3)c3ccccc3)CC1)n2CCO	-1	1	0.8	-3	3	1	-3	4	-6
13	Cc1ccc(NC(=O)N2N=C(c3ccc(F)cc3)CC2c2ccc(F)cc2)cc1 (centres undefined)	0	-1	0.4	9	-7	-1	-20	-8	12
14	COc1ccc(-c2nnc(NC(=O)c3ccc(S(=O)(=O)N4CCCc5ccccc54)cc3)o2)cc1	1	0	0.2	1	2	-1	-1	-2	1
15	CC(C)C[C@H](NC(=O)CCn1nnc2ccccc2c1=O)C(=O)O	7	0	0.5	16	1	2	-7	0	4
16	CCOC(=O)C1=C(C)Nc2ncnn2C1c1ccccc1F (centres undefined)	5	0	0.0	5	-7	1	-4	3	11
17	COc1ccc(-c2cn3cc(Br)cnc3n2)cc1	-2	-1	0.5	1	16	-3	-4	-6	-3
18	COc1cc(C)c(C(=O)CSc2nnc(CNC(=O)c3ccco3)n2C)cc1C	-2	1	1.0	20	7	2	-17	10	0
19	CN=C(c1ccc(C)cc1)n1c(=S)nc(-c2ccc(C)cc2)n(C)c1=S	-3	0	-0.7	9	-2	-4	-1	-5	2
20	CC(C)c1cn(C2OC(COC(=O)c3ccccc3)C(OC(=O)c3ccccc3)C2OC(=O)c2ccccc2)c(=O)[nH]c1=O (centres undefined)	-3	0	0.8	14	2	4	-11	1	6
21	CCN(CC(=O)NC(C)(C)C)C(=O)c1ccccc1SCC(=O)NC1CCCCCCC1	-3	5	1.9	12	16	-4	-2	14	10
22	CCCc1nnc(SCc2ccc(OCC)cc2)n1N	2	0	0.7	20	11	-1	-21	-1	1
23	COc1ccc(S(=O)(=O)NN(C)C(=O)c2nn(-c3ccccc3)ccc2=O)cc1	8	2	-0.1	2	-3	0	-3	-2	11
24	O=S(=O)(N/N=C/c1ccc(Cl)cc1)c1ccc(Cc2ncc(C(F)(F)F)cc2Cl)s1	12	-1	-0.6	8	-4	-3	0	8	-5
25	OCC[C@H]1C[C@@H](O)[C@H](O)[C@]2(CCc3ccccc3CO2)O1	8	2	0.4	10	3	-6	-14	-19	17
26	O=C(CCNc1n[nH]c(=O)[nH]c1=O)N1CCOCC1	2	1	0.4	10	10	0	-5	-2	-2
27	CC(=O)C1=C(O)C(=O)N(CCC(=O)O)C1c1cccc(F)c1 (centres undefined)	-3	0	-0.1	-6	1	0	-7	3	-7
28	C[C@@H]1CN([C@H](C)CO)C(=O)CCCn2nncc2CO[C@H]1CN(C)C(=O)Nc1ccnc(N2CCOCC2)c1	3	0	0.2	12	-1	0	-3	-5	0
29	COc1ccc(S(=O)(=O)NCc2ccccc2)cc1	-1	1	0.3	-2	2	-4	1	4	5
30	O=C(Nc1ccc(Cl)cc1Cl)c1n[nH]c(Cn2cncn2)n1	-5	0	0.7	13	1	-2	-16	10	6
31	Cc1ccc(C(=O)NC2CC(C)(C)NC(C)(C)C2)cc1S(=O)(=O)N1CCOCC1	1	0	0.6	8	-1	-1	-5	4	-6
32	CCOc1ccc(C(=O)NCC(=O)N2CCN(c3ccccc3O)CC2)cc1	4	1	1.6	13	2	-3	-14	6	-1
33	Cn1c(=O)[nH]c(=O)c2c1nc(SCC(O)CCl)n2Cc1ccccc1 (centres undefined)	1	3	2.2	-5	7	-10	6	4	4
34	Cc1cc(NC(=O)c2c(Br)cnn2C)no1	4	1	0.9	10	-8	-3	-1	-13	11
35	O=C(Nc1ccccc1C(=O)NC(Cc1ccc(O)cc1)C(=O)O)c1ccccc1 (centres undefined)	-6	0	-0.1	-1	11	-4	2	8	-8
36	O=C1NC(=S)SC1=Cc1ccc(Cl)cc1	-15	17	8.4	2	6	5	-10	-8	3
37	Cc1ccc(Oc2nc(C(F)(F)F)nc3ccccc23)cc1	-7	-2	0.1	4	-2	-8	-12	8	-7
38	CCNCC(=O)Nc1ccc(N2CCOCC2)cc1	4	1	1.3	14	-4	0	-3	-8	6
39	Cc1n[nH]c(=O)nc1N1CCN(c2ccccc2)CC1	-4	0	0.2	19	3	-2	-10	6	-1
40	O=C(Nc1nccs1)C1CC(=O)N(c2ccc(F)cc2)C1 (centres undefined)	1	2	0.8	-5	-2	0	-6	9	-5
41	CC(C)(C)n1nc2c(c1NC(=O)c1ccc(S(=O)(=O)N3CCCC3)cc1)CSC2	8	2	-0.2	19	-16	0	-7	-23	2
42	O=C(NN=C1CCCCCCCCCCC1)c1cccnc1	-4	22	0.7	20	1	-1	-20	-1	6
43	COc1ccc(CNC(=O)CCNC(=O)N2CCn3c2nc2ccccc23)cc1	-1	0	5.0	-1	8	-4	-4	0	1
44	CC1=C(C(=O)Nc2ccccc2C)C2(CCCCC2)C(C(N)=O)C(=S)N1 (centres undefined)	-7	2	0.4	-11	17	-3	16	2	-3
45	Cc1ccc(N2CCN(C3C(=O)Nc4ccccc4-n4nnnc43)CC2)cc1 (centres undefined)	-6	7	nt	nt	1	6	nt	-10	-2
46	CCCNC(=O)CCc1nnc2ccc(N3CCC(C)CC3)nn12	1	1	-0.1	-7	6	-4	-9	-1	0
47	CC(C)C[C@H]1CN(CCCC[C@H]2CNC(=O)C(=O)N2CCC2CCCCC2)C(=O)C(=O)N1CC1CCCCC1	1	0	0.6	5	-1	-1	-4	1	1
48	COc1ccccc1C(=O)NC(=S)NNC(=O)c1sc2ccccc2c1Cl	3	1	0.3	3	-4	1	-3	2	-3
49	CNc1nc(SCc2ccccc2Cl)nc2c1CCCC2	-11	1	1.0	19	8	-5	0	-4	-1
50	N#C/C(=C/c1ccc(N2CCCCC2)cc1)c1cccc(F)c1	-6	-1	0.4	14	0	-1	-7	8	-17

The results go on:
entry	SMILES	CHRM5 PAM	M4 ag	M1 ag parental	M1 PAM parental	M5 antag	M5 ag	CHO-K1 Ca antag	CHRM4 antagonist	CHRM4 PAM
51	COc1ccc(Nc2oc(-c3ccc(OC)cc3)nc2C#N)cc1	-4	0	0.3	15	10	6	-9	7	-3
52	Cc1cc(NS(=O)(=O)c2c(C)c(C)cc(C)c2C)no1	0	-1	0.3	11	1	-1	-6	-3	3
53	O=C(NCc1ccco1)c1cc(-c2ccc3c(c2)OCO3)on1	-2	2	0.2	10	1	0	-10	4	7
54	CC(=O)Nc1cc(-c2cccc(NS(C)(=O)=O)c2)cn2c(-c3ccccc3)cnc12	-9	10	2.5	6	3	2	-1	-3	-6
55	COc1ccc(NC(=O)Nc2cc3oc4ccccc4c3cc2OC)cc1	2	0	-0.1	9	-2	1	-1	-3	-6
56	Cc1cc(C(=O)OCC(=O)NCc2ccc(F)cc2)c2ccccc2n1	4	6	3.4	10	3	4	-20	-5	1
57	CCN(CC)CCN1C(=O)c2ccccc2NC1c1ccc(C)cc1 (centres undefined)	-4	1	0.5	10	0	-7	-22	6	2
58	Cc1ccc2nc(/N=C(\N)NC(=O)NC3CCCCC3)nc(C)c2c1	5	4	1.7	-11	2	1	4	0	2

Molecules shown so far with fluorine (9):
entry	SMILES	CHRM5 PAM	M4 ag	M1 ag parental	M1 PAM parental	M5 antag	M5 ag	CHO-K1 Ca antag	CHRM4 antagonist	CHRM4 PAM
2	COCCn1c(SCC(=O)Nc2ccccc2F)nc2c(c1=O)SCC2	7	2	0.2	-18	-1	-3	8	-4	2
13	Cc1ccc(NC(=O)N2N=C(c3ccc(F)cc3)CC2c2ccc(F)cc2)cc1 (centres undefined)	0	-1	0.4	9	-7	-1	-20	-8	12
16	CCOC(=O)C1=C(C)Nc2ncnn2C1c1ccccc1F (centres undefined)	5	0	0.0	5	-7	1	-4	3	11
24	O=S(=O)(N/N=C/c1ccc(Cl)cc1)c1ccc(Cc2ncc(C(F)(F)F)cc2Cl)s1	12	-1	-0.6	8	-4	-3	0	8	-5
27	CC(=O)C1=C(O)C(=O)N(CCC(=O)O)C1c1cccc(F)c1 (centres undefined)	-3	0	-0.1	-6	1	0	-7	3	-7
37	Cc1ccc(Oc2nc(C(F)(F)F)nc3ccccc23)cc1	-7	-2	0.1	4	-2	-8	-12	8	-7
40	O=C(Nc1nccs1)C1CC(=O)N(c2ccc(F)cc2)C1 (centres undefined)	1	2	0.8	-5	-2	0	-6	9	-5
50	N#C/C(=C/c1ccc(N2CCCCC2)cc1)c1cccc(F)c1	-6	-1	0.4	14	0	-1	-7	8	-17
56	Cc1cc(C(=O)OCC(=O)NCc2ccc(F)cc2)c2ccccc2n1	4	6	3.4	10	3	4	-20	-5	1
